pPAFAH inh = pPAFAH enzyme inhibitors, primary screen, biochemical, fluorescence polarization, human; recombinant pPAFAH, FP-rhodamine probe fluorescence polarization; 330,000 compounds, 1.5% hits; inhibition, % at 3.39 µM; Platelet-activating factor acetylhydrolase (Homo sapiens), Q13093;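 active = inhibition above the mean inhibition across the screen plus 3 SD, cut at about 25% in these data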;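 also: inhibitors block binding of the rhodamine activity-based probe so polarization drops; 0% = enzyme with DMSO and 100% = wells lacking pPAFAH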
GSTO1 counter = inhibitors of recombinant GSTO1, primary screen, counter-screen for RBBP9 inhibitor project, biochemical, fluorescence polarization; inhibition, % at 5.96 µM; activity-based probe fluorescence polarization; AID 1974, 2009; Glutathione S-transferase omega-1 (Homo sapiens), P78417; 300,000 compounds, 1.1% hits;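 active = inhibition above the campaign mean inhibition plus 3 SD, cut at about 35% in these data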;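 also: 0% = GSTO1-1 with DMSO and 100% = wells lacking GSTO1-1 enzyme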
PAD4 FP inh = human PAD4 inhibitors, primary screen, biochemical, fluorescence polarization, 1536-well format | 330,000 compounds, 0.41% hits | recombinant PAD4, RCA probe fluorescence polarization | Protein-arginine deiminase type-4 (Homo sapiens), Q9UM07 | inhibition, % at 6.36 µM | AID 485272, 2010;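 active = percent inhibition above a cutoff equal to the mean of all tested compounds plus 3 SD, cut at about 15% in these data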;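 also: 0% = PAD4 with RCA probe and DMSO and 100% = probe without PAD4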
PME-1 inh = PME-1 inhibitors via competitive probe labeling, primary screen, biochemical, fluorescence polarization, FP-Rh probe, HTS | inhibition, % at 5.9 µM | Protein phosphatase methylesterase 1 (Homo sapiens), Q9Y570 | recombinant PME-1 | 320,000 compounds, 0.53% hits | AID 2130, 2009;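 active = inhibition above the campaign mean of all compounds plus 3 SD, cut at about 26% in these data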;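 also: competitive labeling of PME-1 active site by serine hydrolase directed probe; 0% = PME-1 with DMSO and 100% = wells lacking PME-1 enzyme; inhibitors block probe labeling so polarization falls and inhibition rises; many of its hits are not listed in these tables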
Target sequence (Q9Y570 whole entry, looked up): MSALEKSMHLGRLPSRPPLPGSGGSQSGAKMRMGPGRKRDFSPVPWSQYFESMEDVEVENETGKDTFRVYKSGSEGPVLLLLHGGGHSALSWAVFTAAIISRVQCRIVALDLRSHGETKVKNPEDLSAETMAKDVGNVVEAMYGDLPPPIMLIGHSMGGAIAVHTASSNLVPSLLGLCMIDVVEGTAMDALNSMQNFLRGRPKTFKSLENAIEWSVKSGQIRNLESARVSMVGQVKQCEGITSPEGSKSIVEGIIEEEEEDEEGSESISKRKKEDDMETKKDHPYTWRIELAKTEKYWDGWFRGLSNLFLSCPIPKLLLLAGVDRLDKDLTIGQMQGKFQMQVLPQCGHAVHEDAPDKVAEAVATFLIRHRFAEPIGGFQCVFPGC
LYPLA2 counter = LYPLA2 inhibitors, primary screen, counter-screen for PME1 inhibitor project, biochemical, fluorescence polarization, FP-Rh probe ABPP; inhibition, % at 5.9 µM; 320,000 compounds, 0.38% hits; Acyl-protein thioesterase 2 (Homo sapiens), O95372; recombinant LYPLA2;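 active = inhibition above the screen-wide mean plus 3 SD, limit set per campaign, cut at about 26% in these data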;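 also: 0% = LYPLA2 with DMSO and 100% = wells lacking LYPLA2 enzyme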
PAFAH1B2 FP inh = PAFAH1B2 enzyme inhibitors, primary screen, biochemical, fluorescence polarization, human. Platelet-activating factor acetylhydrolase IB subunit alpha2 (Homo sapiens), P68402. recombinant PAFAH1B2, FP-rhodamine activity probe. inhibition, % at 3.39 µM. 340,000 compounds, 1.2% hits;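 active = inhibition above the mean of all tested compounds plus 3 SD, cut at about 24% in these data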;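 also: 0% = enzyme with DMSO and 100% = wells lacking PAFAH1B2; many of its hits are not listed in these tables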
Target sequence (P68402 whole entry, looked up): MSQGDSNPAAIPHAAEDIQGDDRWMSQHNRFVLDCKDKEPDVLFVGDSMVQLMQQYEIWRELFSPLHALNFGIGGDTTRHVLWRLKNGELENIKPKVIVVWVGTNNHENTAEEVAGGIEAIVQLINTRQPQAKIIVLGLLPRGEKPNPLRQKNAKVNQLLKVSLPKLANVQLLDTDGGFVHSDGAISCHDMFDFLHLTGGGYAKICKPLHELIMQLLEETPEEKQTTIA
LYPLA1 counter = LYPLA1 inhibitors, primary screen, counter-screen for PME1 inhibitor project, biochemical, fluorescence polarization, FP-Rh probe ABPP; 320,000 compounds, 0.16% hits; Acyl-protein thioesterase 1 (Homo sapiens), O75608; inhibition, % at 5.9 µM; recombinant LYPLA1;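 active = inhibition above the mean of all tested compounds plus 3 SD, set per campaign, cut at about 14% in these data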;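 also: inhibitors block serine hydrolase probe labeling of LYPLA1 so polarization falls; 0% = enzyme with DMSO and 100% = wells lacking LYPLA1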
Target sequence (O75608 whole entry, looked up): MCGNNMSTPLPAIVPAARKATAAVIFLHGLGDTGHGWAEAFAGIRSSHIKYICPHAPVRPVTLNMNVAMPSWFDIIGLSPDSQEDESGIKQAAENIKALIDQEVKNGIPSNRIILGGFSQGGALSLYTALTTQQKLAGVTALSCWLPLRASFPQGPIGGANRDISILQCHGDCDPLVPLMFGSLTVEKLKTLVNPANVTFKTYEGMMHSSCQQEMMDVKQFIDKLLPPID
PAFAH2 inh = PAFAH2 enzyme inhibitors, primary screen, biochemical, fluorescence polarization, human; Platelet-activating factor acetylhydrolase 2, cytoplasmic (Homo sapiens), Q99487; recombinant PAFAH2, FP-rhodamine activity probe; inhibition, % at 3.39 µM; 340,000 compounds, 0.99% hits; AID 492956, 2010;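 active = inhibition above the mean over all tested compounds plus 3 SD, cut at about 30% in these data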;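 also: inhibitors block probe labeling of enzyme so polarization drops; 0% = enzyme with DMSO and 100% = wells lacking PAFAH2 protein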
PAFAH1B3 inh = PAFAH1B3 enzyme inhibitors, primary screen, biochemical, fluorescence polarization, human. recombinant PAFAH1B3, FP-rhodamine probe. Platelet-activating factor acetylhydrolase IB subunit alpha1 (Homo sapiens), Q15102. inhibition, % at 3.39 µM. 340,000 compounds, 0.28% hits. AID 492972, 2010;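 active = inhibition above the screen-wide average of all tested compounds plus 3 SD, cut at about 25% in these data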;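 also: 0% = enzyme with DMSO only and 100% = wells lacking PAFAH1B3 protein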
Target sequence (Q15102 whole entry, looked up): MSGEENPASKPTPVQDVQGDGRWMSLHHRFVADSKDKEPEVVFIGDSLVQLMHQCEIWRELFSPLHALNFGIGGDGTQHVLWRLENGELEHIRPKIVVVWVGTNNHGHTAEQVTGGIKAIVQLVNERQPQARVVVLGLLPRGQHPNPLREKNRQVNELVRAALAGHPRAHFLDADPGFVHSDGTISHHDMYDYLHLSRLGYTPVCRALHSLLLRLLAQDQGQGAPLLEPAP
Active calls of the source: *; · = not tested or not shown. A portion of the library (hit frequency here may not be typical).

Compound,pPAFAH inh,GSTO1 counter,PAD4 FP inh,PME-1 inh,LYPLA2 counter,PAFAH1B2 FP inh,LYPLA1 counter,PAFAH2 inh,PAFAH1B3 inh
COc1ccc(CN2CCN(C(C)C(=O)N(C)Cc3cccc(F)c3)CC2)cc1OC (stereo not given),6,-9,-5,2,-5,0,2,-4,11
CCOCCCNC(=O)C(NC(=O)c1ccccc1O)c1ccc(C)cc1 (stereo not given),-2,7,-9,1,-6,4,1,-10,-1
Cn1cc(/C=C2\SC(=S)N(NC(=O)c3ccccc3Cl)C2=O)c2ccccc21,15,9,9,7,-9,5,-6,0,24
CCCn1c2ccccc2c2cnn(CC(=O)NC3CCC(C)CC3)c(=O)c21 (stereo not given),5,7,-1,1,-1,0,1,8,6
Cc1ccc(NC(=S)Nc2c(C)n(C)n(-c3ccccc3)c2=O)cc1,4,4,-1,2,14,6,4,0,1
O=S(=O)(N/N=C/c1ccc(Cl)cc1)c1ccc(Cc2ncc(C(F)(F)F)cc2Cl)s1,11,8,1,1,1,13,1,8,5
CSC1=C(C#N)C(c2cccc(Br)c2)CC(=O)N1 (stereo not given),-4,8,0,4,-2,2,4,1,2
COc1cc(C2Nc3ccc4ncccc4c3C3=C2C(=O)CCC3)cc(OC)c1O (stereo not given),7,15,3,1,2,0,1,3,8
O=C(Cc1ccccc1)NN1C(=O)C2C(C1=O)C1C=CC2C12CC2 (stereo not given),-1,-3,2,-1,-1,1,-1,-4,4
COCc1cc(=O)[nH]c(/N=C(\N)Nc2ccccc2C)n1,0,0,4,0,5,0,-2,-5,-3
CN(C(=O)c1cccc(C#N)c1)c1nnc(C2CCCO2)s1 (stereo not given),-1,-3,0,-5,1,5,0,4,9
O=C(Nc1ccc2nn(-c3ccccc3)nc2c1)c1ccc2c(c1)OCCO2,-11,-28,-7,-29,-33,-12,-16,-20,-18
Cc1ccc(NC(=O)CCNC(=O)c2ccccc2)cc1F,-1,6,1,0,-2,-2,1,7,-4
COc1ccccc1N(CC(=O)NCCc1ccccc1)C(=O)CCC(=O)Nc1nccs1,5,-3,-4,-5,-4,0,-1,-10,3
COc1ccc(-c2cc(C(F)(F)F)nc(SCC(=O)NCc3cccs3)n2)cc1OC,8,-13,1,-12,0,-4,-2,-6,6
O=C(CC1COc2ccccc2O1)NCCc1ccccc1 (stereo not given),-1,7,2,-9,8,2,4,6,2
COc1ccc(OC)c(C(C(=O)NC2CCCCC2)N(C(=O)c2snc(C(N)=O)c2N)c2ccccc2OC)c1 (stereo not given),0,-3,-3,-5,-1,2,1,14,-1
O=S(=O)(c1cccs1)N1CCC(Cc2ccccc2)CC1,7,-3,-7,1,-2,7,0,3,5
CCOC(=O)Cc1cnc(NC(=O)CSc2nc(C)cc(C)n2)s1,0,4,-1,0,-1,2,2,-1,-6
COc1ccc(NC(=O)c2sccc2C)cn1,4,1,-1,5,11,-2,1,-1,5
NC(=O)c1c(NC(=O)C2COc3ccccc3O2)sc2c1CCN(Cc1ccccc1)C2 (stereo not given),-4,4,4,-4,-12,-1,-5,-6,8
O=C(COc1cccc2ccccc12)NCc1cccnc1,2,6,6,2,7,4,2,0,-1
COc1cc2sc3ccc(C#CC4(O)CCCCC4)cc3c(=O)c2cc1OC,-9,-16,-1,-19,-44,-14,-24,-39,-18
CC1CCc2c(sc(NC(=O)C3CCCO3)c2C#N)C1 (stereo not given),3,-2,3,2,4,5,4,-2,-4
N#CC1=C(N)N(c2ccccc2)C(c2ccco2)C1(C#N)C#N (stereo not given),13,-3,2,5,-1,3,0,3,5
Cc1nn(-c2ccccc2)c(Cl)c1/C=N/N1CCN(c2ccccn2)CC1,2,0,1,9,6,0,2,2,10
N/C(=N\OC(=O)CCc1ccccc1)c1cccc(Br)c1,4,1,-2,-8,6,67*,0,6,8
CC[C@]12c3[nH]c4ccc(OC)cc4c3CCN1C(=O)C(CC(=O)NCC13CC4CC(CC(C4)C1)C3)C[C@@H]2C(=O)N1CCN(C(=O)C2CC2)CC1 (stereo not given in full),6,·,-2,·,·,5,·,8,2
COc1cc2ccnc(Cc3cccc(OC)c3OC)c2cc1OC,7,2,-6,4,4,-1,5,5,2
OCCN1CCN(c2cc(-c3ccccc3)c3ccccc3n2)CC1,11,1,-1,9,-7,-2,-5,-2,2
O=C(CN1CCCCC1)NC1CCc2cc3c(cc21)CCC3 (stereo not given),-2,7,2,0,3,1,-2,9,12
CN(Cc1ccco1)C(=O)Cn1cc(S(=O)(=O)N2CCCC2)c(S(=O)(=O)N2CCCC2)c1,1,-4,-2,3,1,0,-3,-3,-3
COc1ccccc1NC(=O)c1ccc2c(c1)N(CC#N)C(=O)C(C)(C)O2,3,-1,-3,0,-4,-6,-1,-19,8
Cc1c2cnn(CC(=O)Nc3c(F)c(F)cc(F)c3F)c(=O)c2c(C)n1Cc1ccc(F)cc1,3,-16,-10,-25,-19,·,-14,·,·
O=C(CCCC(=O)N(CC(=O)NC1CCCCC1)Cc1ccco1)Nc1ccccn1,1,-1,-2,-1,2,6,1,0,10
CCn1c2ccccc2c2cc(NC(=O)c3cc(OC)cc(OC)c3)ccc21,21,-4,-3,8,-8,3,-8,-3,3
CC(=O)NC(NC(=S)Nc1ccc(C)cc1C)C(Cl)(Cl)Cl (stereo not given),-1,-8,2,-4,-4,-2,0,-6,0
O=C(CN1C(=O)NC2(CCCC2)C1=O)Nc1ccccc1N1CCCCC1,7,1,3,0,0,15,-2,-3,2
O=C(COC(=O)c1ccco1)c1ccc2ccccc2c1,4,17,-1,0,1,2,-3,15,0
COc1cccc(-c2cc(C(F)(F)F)nc(-n3cc(Cl)cn3)n2)c1,14,0,0,-7,-5,2,-2,3,0
Cc1cccc(NC(=O)CSCC(=O)Nc2cc(S(=O)(=O)N3CCOCC3)ccc2N2CCCC2)c1,1,-5,-3,1,6,5,-2,2,3
O=C(Nc1ccccc1-c1nnc(SCc2ccc(Cl)cc2Cl)o1)c1ccccc1,-1,8,-2,-11,-2,-2,-3,-3,-2
Cc1ccc(S(=O)(=O)NC(c2ccccc2)C(C)C(=O)n2nc(C)cc2C)cc1 (stereo not given),6,-1,-4,1,8,9,-2,-3,1
Cc1ccc2c(=O)[nH]c(Nc3nc(C)cc(-c4ccccc4)n3)nc2c1,2,6,-4,-7,-7,3,-2,-9,7
COc1ccc2c(c1)CC/C(=C/c1ccccn1)C2=O,6,-10,-1,-6,1,4,0,4,15
O=C(NC1CCC(Oc2ccc(C(=O)O)cc2)CC1)NC12CC3CC(CC(C3)C1)C2 (stereo not given),1,·,-6,-2,0,4,3,2,11
COc1cccc(C2/C(=C(/O)c3cnn(-c4ccccc4)c3C)C(=O)C(=O)N2CCN(C)C)c1 (stereo not given),0,-5,0,-4,3,0,-1,3,0
O=[N+]([O-])c1ccc(N/N=C2\CC3CC=CC23)cc1 (stereo not given),8,-2,-6,5,3,-3,1,-5,15
Cc1ccc(C(OCC(O)CNC(C)c2ccccc2)c2ccccc2)cc1 (stereo not given),7,5,-2,4,0,-3,-1,-4,4
CCN=C1S/C(=C\c2cc(Cl)c(OC)c(OC)c2)C(=O)N1CC,3,-4,-1,5,0,2,2,-7,5
CN(C)S(=O)(=O)c1cccc(NC(=O)Cn2cnc3ccccc3c2=O)c1,12,-1,-1,0,0,5,-5,-2,5
CC(C)C(=O)Nc1c2c(nn1-c1ccc(F)cc1)CS(=O)(=O)C2,5,-1,1,-3,-2,2,0,-8,1
COc1ccc2c(C)cc(SCC(=O)c3ccc4c(c3)OCO4)nc2c1,-2,-5,2,-7,-3,1,-6,0,-1
O=C(Nn1cnnc1)c1ccc(F)cc1,6,-1,-5,-6,-2,7,-2,-6,-6
CCNC(=O)NCc1c(C)c(C)n(Cc2ccccc2)c1-n1cccc1,2,2,2,-1,1,0,-1,-15,4
COc1ccc2[nH]cc(CCNC(=S)NC3CCCC3)c2c1,0,0,1,11,-1,5,-4,3,8
Cc1cc(C)n(C(=O)CN2C(=O)COc3ccccc32)n1,8,0,-5,-3,5,0,1,0,4
COc1ccc(CN(C(=O)CSc2nnc(-c3ccccc3F)o2)c2ccc(F)cc2)cc1,6,-2,-2,1,-7,6,3,-1,0
N#Cc1c(C(F)(F)F)cc(C2CC2)nc1N1CCCC1,5,3,-3,1,-2,3,-1,-4,-4
Cc1ccc(NC(=O)c2ccc(NC(=O)c3ccccc3)cc2)cc1C,-1,6,-6,-4,6,-3,-4,-10,7

Other compounds.
Compound,pPAFAH inh,GSTO1 counter,PAD4 FP inh,PME-1 inh,LYPLA2 counter,PAFAH1B2 FP inh,LYPLA1 counter,PAFAH2 inh,PAFAH1B3 inh
Oc1ccc(-c2csc(Nc3cccnc3)n2)cc1,8,21,3,5,4,3,1,3,8
COc1ccc(N2C(=O)C(CN3CCN(C)CC3)C2c2ccccc2)cc1 (stereo not given),-4,16,-1,3,-5,3,-3,2,2
COc1ccc(C(=O)NC(=S)N2CCNC(=O)C2)cc1Br,6,3,-4,-3,9,-2,3,-4,7
Cc1ccc(C)c(NC2=NCC(=O)N2C2CCCCC2)c1,-2,-1,-2,3,1,-2,-2,8,8
CCOc1ccc(N2CC(C(=O)Nc3ccccc3F)CC2=O)cc1 (stereo not given),6,3,-2,-2,-2,5,-3,8,5
CC(=O)Nc1cc(-c2ccccc2)ccc1O,3,7,-1,3,-4,2,-2,-4,-2
Fc1ccc2cc(CCO[C@H]3CCCCO3)ncc2c1,1,·,-1,·,·,3,·,2,3
NS(=O)(=O)c1ccc(CCNC(=O)CSc2cccs2)cc1,0,-2,0,-8,2,2,-3,-1,-5
CC(=O)c1ccc(N2CCN(C(=O)c3ccc(-c4ccccc4)cc3)CC2)cc1,11,2,-3,-3,20,0,1,-9,3
CC1Cc2ccccc2N1C(=S)NC(=O)c1ccco1 (stereo not given),0,11,2,5,4,5,1,3,-2
O=C(CCN1c2ccccc2Sc2ccccc21)OCc1nnc(-c2ccccc2)o1,16,4,1,9,7,9,5,4,6
COc1ccc(S(=O)(=O)Nc2ccc(-n3cnnn3)cc2)cc1[N+](=O)[O-],2,·,0,-4,-3,-2,-6,-3,-8
CC(C)(O)C#Cc1ccc(C(=O)N2CCCC(CCC(=O)NCc3ccccc3F)C2)cc1 (stereo not given),0,2,-4,2,-7,-2,-5,-6,-5
Cc1sc2ncnc(Nc3ccc(O)cc3)c2c1C,-2,-2,-1,5,-6,-3,3,4,-1
COc1ccc(C(=O)Nc2cc(S(=O)(=O)N3CCCCC3)ccc2OC)cc1,-2,·,5,-3,3,-1,-4,-7,-5

Bioassay records (PubChem)
